High-throughput results: PubChem, National Center for Advancing Translational Sciences (NCATS)
Shiga toxin inh – blocks Shiga toxin action in Vero cells; Vero cells, Shiga toxin protein synthesis inhibition reporter; inhibition, % at 38.7 µM; hit rate 9.2% among 290,000; AID 2315; in the data active = inhibition mostly above about 28%, no sharp cut-off; inactive = mostly below about 43%; note: 0% is about no effect
Pf growth 48h – inhibits P. falciparum growth in the first generation, 48 h | AID 504832 | Potency, µM (highest dose often 28.7 µM), for the others: top-dose activity change, negative = inhibition, usual class: inhibitors | P. falciparum luciferase growth in erythrocytes, 48 h | hit rate 5.9% among 310,000; note: potency is the fitted concentration of half-maximal effect; % is set by controls: 0 for no effect and ±100 for the full control effect
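Luciferase-expressing P. falciparum in infected erythrocytes (2% hematocrit, 0.1% parasitemia final) in RPMI 1640/0.5% Albumax were exposed to compound for 48 hours at 37 C, 5% CO2; growth read as luminescence.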
Pf growth 96h – P. falciparum growth inhibition at 96 hour, primary screen for plastid delayed-death inhibitors; AID 504834; hit rate 6.9% among 320,000; P. falciparum luciferase reporter growth, 96 h; Potency, µM (highest dose often 28.7 µM), inactives show at the top dose activity change, negative = inhibition, most hits filed as inhibitors; note: potency is the fitted concentration of half-maximal effect; % is set by controls: 0 for no effect and ±100 for the full control effect
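Readout is luminescence from an integrated firefly luciferase in P. falciparum. Red cells, 2% hematocrit and 0.05% parasitemia final, were cultured with compound through two parasite generations (96 hours) at 37 C, 5% CO2.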
AMA1 RON2 block – inhibitors of Plasmodium falciparum AMA1-RON2 interaction; AlphaScreen AMA1-biotinylated RON2 peptide binding; Potency, µM (titrated, usually from 58.2 µM), for inactives: top-dose activity change, negative = inhibition, actives largely listed as inhibitors; hit rate 0.2% among 360,000;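 note: potency is the fitted concentration of half-maximal effect; 0% = vehicle wells and -100% = peptide control; nearly all actives have a fitted effect of over 45% in size; some results filed as inactive show a strong effect at the top dose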
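AMA1 (3D7) with his tag at 25 nM final met compounds first, then biotinylated RON2 peptide at 25 nM; detection used donor plus acceptor beads, 10 µg/mL apiece, read by AlphaScreen after 30 min at room temperature.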
Cycloheximide cs – counter-screen hit for Shiga toxin inhibitors, cycloheximide. cell reporter, cycloheximide protein synthesis inhibition counterscreen. hit rate 12% among 300,000. max response, %; in the data active = max response mostly above about 13%, no sharp cut-off; inactive = mostly below about 14%; note: read at 38.3 µM for the half of the compounds with a filed dose; 0% is about no effect
LmPK inh – blocks Leishmania mexicana pyruvate kinase activity. purified LmPK, Kinase-Glo ATP luminescence, 1 h. Potency, µM (top dose mostly 57.5 µM), for inactives: at the top dose activity change, negative = inhibition, hits mostly inhibitors. hit rate 0.37% among 290,000. AID 1721; note: potency is the fitted concentration of half-maximal effect; % is set by controls: 0 for no effect and ±100 for the full control effect
Target sequence (Q27686 whole entry, looked up): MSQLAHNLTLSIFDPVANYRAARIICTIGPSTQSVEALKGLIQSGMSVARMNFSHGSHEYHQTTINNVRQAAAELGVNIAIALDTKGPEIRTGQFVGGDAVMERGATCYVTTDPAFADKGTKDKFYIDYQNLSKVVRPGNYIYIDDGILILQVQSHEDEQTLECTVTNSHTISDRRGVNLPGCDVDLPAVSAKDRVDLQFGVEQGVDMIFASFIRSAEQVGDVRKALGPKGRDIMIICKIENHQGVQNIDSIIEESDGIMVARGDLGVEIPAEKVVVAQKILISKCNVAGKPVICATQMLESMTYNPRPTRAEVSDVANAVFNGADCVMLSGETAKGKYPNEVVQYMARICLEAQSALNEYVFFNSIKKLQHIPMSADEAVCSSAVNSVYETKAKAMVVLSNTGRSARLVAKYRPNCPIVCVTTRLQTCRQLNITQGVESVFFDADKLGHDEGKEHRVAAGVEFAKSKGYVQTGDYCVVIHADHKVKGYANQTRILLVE
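In 50 mM imidazole pH 7.2 with 7 mM MgCl2, LmPK (0.1 nM) turned over PEP (0.5 mM) and ADP (0.1 mM) for 1 h at room temperature. Luciferase read-out of ATP.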
TbPYK inhibitor – blocks Trypanosoma brucei pyruvate kinase; Q57TT1; TbPYK enzyme, Kinase-Glo Plus ATP luminescence, 45 min; Potency, µM (series often up to 76.8 µM), inactives show top-dose activity, negative = inhibition, actives largely listed as inhibitors; hit rate 0.12% among 410,000; AID 624173; note: potency is the fitted concentration of half-maximal effect; % is set by controls: 0 for no effect and ±100 for the full control effect; nearly all actives have a fitted effect of over 50% in size
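In this concentration-response screen, enzyme-free wells defined baseline while DMSO plates tracked drift. Each reaction combined TbPYK, substrate, compound and 130 uM ADP for 45 min at room temperature. Kinase-Glo Plus luminescence gave the signal.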
* hit, by the source's call; ? = inconclusive; / = no result given; & = joins results of further samples; [ ] = remark or other dose. Unless noted, calls come from the whole dose curve; as a rule, active = well fitted curve in the direction sought with a large enough effect; inconclusive = small, poorly fitted or top-dose-only effect, or another doubt; inactive = no such curve, though single readings can be large; an effect the other way counts as inactive or inconclusive.

The line under a structure holds: Shiga toxin inh, Pf growth 48h, Pf growth 96h, AMA1 RON2 block, Cycloheximide cs, LmPK inh, TbPYK inhibitor
CC1CN(C(=S)NC(=O)c2ccc([N+](=O)[O-])cc2)CC(C)O1 (centres undefined)
  -9.9, ?, 172.0%[activator], 15.9%, -2.2, -20.0%, -32.2%
COc1ccc(NC(=O)c2ccccc2NC(=O)CN2CCCCCC2)cc1
  /, 7.0%, 42.7%[activator], -4.1%, /, /, 0.0%
COC(=O)c1c(NC(=S)NN2CCOCC2)sc2c1CCCC2
  -0.3, ?, 10.2%, 39.7%[activator], 0.2, 3.3%, -2.8%
Cc1sc(NC(=O)C2=COCCO2)nc1-c1ccc(F)cc1
  /, ?, ?, -20.9%, /, /, -4.6%
COc1ccccc1N(C)S(=O)(=O)c1ccc(C(=O)N2CCC2)cc1
  /, 1.3%, 10.9%, -4.0%, /, /, 4.9%
CCOc1ccc(C(=O)CCNC(Cc2cnc[nH]2)C(=O)O)cc1 (centres undefined)
  2.2, 3.7%, 8.5%, 70.6%[activator], -2.2, 2.1%, -0.8%
CC(OC(=O)C1=COCCO1)C(=O)Nc1ncc(Cl)cc1Cl (centres undefined)
  /, 26.6%, 12.1%, 2.9%, /, /, 3.9%
CCO[C@H]1OC(C(=O)N2CCCCCCC2)=C[C@@H](c2ccc(C(F)(F)F)cc2)[C@@H]1CCCO
  -31.0, 3.7µM*, 3.29µM*, 12.1%, -3.3, 2.8%, -4.0%
Cc1ccc(CNC(=O)CN(c2ccc(C)cc2)S(=O)(=O)c2c(C)nn(C)c2C)cc1
  -5.8, -2.7%, 4.4%, -0.5%, -2.6, 2.1%, -1.0%&-0.7%
O=Nc1c2ccc[nH]c-2c2ccc([N+](=O)[O-])cc12
  -8.1, ?, 40.3%[activator], -1.3%, -2.6, -1.3%, -2.2%
COc1cc(/C=N/N2CCN(C3c4ccccc4-c4ccccc43)CC2)cc(OC)c1OC
  23.0, -9.7%, -18.8%, -5.8%[2.32 µM], -4.9, 1.4%, -9.1%
CCc1c(C)[nH]c2ccc(C)cc2c1=O
  45.4*, 1.65µM*, 12.9%, -8.2%, 21.9*, -2.4%, -1.5%
COc1cc(NC(=O)Cn2cnc(S(=O)(=O)N3CCOCC3)c2)cc(OC)c1OC
  -5.8, -3.6%, ?, -10.5%, 4.4, -3.6%, 3.5%
COc1cc(OC)cc(C(=O)NCCNC(=O)c2ccco2)c1
  9.5, 19.0%, 7.6%, 2.1%, -1.5, -4.8%, -5.5%
COc1cc(OC)cc(C(=O)N[C@H](C(=O)Nc2ccc(S(=O)(=O)N(C)C)cc2)C(C)C)c1
  17.5, ?, ?, -2.6%, 7.9, 4.5%, -2.0%
O=C(CCC1CCN(C(=O)Cc2c(F)cccc2F)CC1)NC1CC1
  10.6, -10.2%, 2.3%, 7.7%, -2.2, 0.1%, -3.4%
CCn1c2ccccc2c2nnc(SCC(=O)Nc3cc(C)on3)nc21
  32.2, ?, /, -1.0%, 3.9, -1.0%, 8.0%
O=C(CNC(=O)c1ccc(Oc2ccccc2)cc1)OCc1ccc(Br)cc1
  -9.1, -2.3%, -14.3%, 8.7%, -3.2, 0.2%, -5.8%
COc1ccc(-n2nnnc2SCC(=O)c2ccc3c(c2)OCCO3)cc1
  8.6, 20.6%, ?, 27.3%, 3.0, 0.3%, -4.8%
Cc1cc(C(=O)N2CCN(c3ncccc3C#N)CC2)no1
  14.8, 10.9%, 2.3%, 14.4%, 3.9, 2.4%, 3.8%
COc1ccc(/C=C/C2=CC(C)(C)NC(=S)N2)cc1
  13.8, ?, 9.28µM*, 35.4%[activator], 7.8, 6.2%, -10.4%
C=CCNC(=O)C1CC(=O)N(c2ccc(OCC(=O)Nc3ccc(Cl)cc3)cc2)C1 (centres undefined)
  -4.6, 21.3%, -3.6%, -2.0%, -4.6, 2.2%, 0.7%
CN(C(=O)COC(=O)/C=C/c1cn(-c2ccccc2)nc1-c1ccc2c(c1)OCCO2)C1CCS(=O)(=O)C1 (centres undefined)
  -5.1, ?, 11.7µM*, -11.4%, -3.4, -2.6%, -1.0%
CCOc1ccc(CNC(=S)Nc2ccccc2)cc1Cl
  -2.2, ?, /, 7.5%, -1.8, 4.1%, -12.8%
CC(C(=O)O)c1ccc(N2Cc3ccccc3C2=O)cc1 (centres undefined)
  71.6*, -12.2%&149.7%, -38.6%&116.1%, -2.5%, 45.2, ?, -21.8%&-14.6%
Cc1cccc(CSc2nc3nc(C)cc(C)n3n2)c1
  -4.8, 16.3%, -26.3%, -2.2%, -1.5, 2.5%, 1.9%
CCCCc1nc2cc(C(=O)N3CCCCC3COC)ccc2o1 (centres undefined)
  86.7*, 46.5%[activator], ?, 23.8%, 35.3*, 0.8%, 4.9%
C=C1C(C(=O)Nc2cccc(OC)c2)C1C(=O)Nc1cccc(OC)c1 (centres undefined)
  9.9, 0.0%, -2.7%, 18.5%, -1.3, 7.7%, -1.6%
Cc1cc(C(F)(F)F)nn1Cc1n[nH]c(=S)n1-c1ccc(Cl)cc1
  -16.6, /, ?, 69.7%[activator], -3.1, -28.4%, ?
CCC(C(=O)Nc1nc(C)c(C(=O)OC)s1)c1ccccc1 (centres undefined)
  32.0, ?, 170.4%[activator], 5.9%, 1.8, -0.5%, -1.2%
CCc1ccc(-c2csc(NC(=O)Oc3ccccc3)n2)cc1
  192.6*, 196.3%[activator], 11.7µM*, -4.5%, 24.8*, 1.3%, -8.9%
Cc1cc(C)nc(NS(=O)(=O)c2ccc(NC(=O)c3ccco3)cc2)n1
  15.8, 56.1%[activator], 0.0%, -3.1%, 0.4, 1.3%, 3.2%
COc1cc(CCC(=O)OCC(=O)Nc2ncc(Cl)cc2Cl)cc(OC)c1OC
  -11.5, 12.3%, /, -4.2%, -1.1, -1.9%, 2.1%
COc1cccc(C2C(C#N)=C(N)N(N(C)C)C3=C2C(=O)CC(C)(C)C3)c1 (centres undefined)
  -11.2, -3.0%, -3.4%, -11.2%, -2.5, -6.0%, 0.3%
COc1nc(N/N=C/c2ccc(-c3cccc([N+](=O)[O-])c3)o2)nc(N2CCOCC2)n1
  -3.3, 7.4%, ?, /, -4.0, 1.6%, /
Cc1cc(=O)n(C2CCS(=O)(=O)C2)[nH]1 (centres undefined)
  -10.6, 44.0%[activator], 37.8%[activator], -2.8%, -1.0, -1.6%, 0.0%
COc1ccc(NC(=O)CN2CCN(C(=S)NC3CCCC3)CC2)cc1
  -6.3, 31.7%[activator], 27.9%, 2.7%, -4.8, -2.6%, -6.4%
CC(=O)N1CC=CC1(CC(C)C)C(=O)NCc1cc(F)cc(C(F)(F)F)c1 (centres undefined)
  -11.9, -16.6%, -16.1%, -9.7%, -1.9, 4.9%, -0.9%
O=C(Cn1cc(Br)ccc1=O)Nc1ccc2c(c1)OCO2
  /, 12.6%, 36.7%[activator], 1.6%, /, /, 8.0%
CC1CCCCN1CC(O)COCCC12CC3CC(CC(C3)C1)C2 (centres undefined)
  2.6, ?, 8.28µM*, 5.3%, -4.8, 0.1%, 5.8%
Cc1ccc(NC(=S)N2CCCC(c3nc4ccc(C)cc4[nH]3)C2)c(C)c1 (centres undefined)
  6.5, 33.6%[activator], 3.6%, 5.3%, 10.1*, 5.0%, 0.4%
CCOC(=O)c1c(NC(=O)c2cccnc2)sc(C)c1C
  -8.2, 42.9%[activator], 48.7%[activator], -0.4%, 2.6, 3.3%, -0.1%
O=C(CCN1CCN(Cc2ccccc2)CC1)NNC(=O)Nc1cccc(Cl)c1
  -6.4, ?, 156.0%[activator], 72.1%[activator], 7.2, 2.9%, 1.3%
CCCCN(CCCC)CCNC(=O)Cc1nc2c(c(=O)[nH]c(=O)n2C)n1C
  -6.0, 17.7%, /, /, -0.9, 5.5%, /
O=S(=O)(/N=C(/Nc1ccccn1)c1ccc(Cl)cc1)c1ccc(Cl)cc1
  20.1, 33.2%[activator], ?, 20.6%, 48.9*, 2.9%, -5.1%
CC(C)N(CCCNC(=O)Cn1c(=O)c2cccn2c2ccccc21)Cc1ccccc1
  -6.8, -13.7%, ?, 1.3%, -8.1, -4.0%, -10.3%
COc1ccc(NS(=O)(=O)c2cc3c(cc2C)N(C)CCO3)c(OC)c1
  -2.7, ?, ?, -3.1%, -3.6, 2.4%, -3.6%
CC(=O)Nc1ccc(NC(=O)CN(C)CC(=O)Nc2ccccc2Br)cc1
  -5.0, 16.9%, ?, 68.0%[activator], 5.4, 1.3%, -2.6%
O=C(COC(=O)c1cccnc1)Nc1cccc2ccccc12
  3.7, 21.2%, 2.3%, 3.7%, -3.3, -2.2%, -1.5%
O=C(Cn1cnc2ccccc2c1=O)NNC(=O)c1cccc([N+](=O)[O-])c1
  /, 1.1%, -17.8%, 96.1%[activator], /, /, 0.0%
COCCN(C(=O)CCC(=O)Nc1nccs1)C(C(=O)NC(C)(C)C)c1ccc(C)cc1 (centres undefined)
  -1.3, -12.8%, -10.9%, 5.6%, -2.3, -4.0%, 0.0%

Filtered by structure: those above containing a Cl atom (seven)
The line under a structure holds: Shiga toxin inh, Pf growth 48h, Pf growth 96h, AMA1 RON2 block, Cycloheximide cs, LmPK inh, TbPYK inhibitor
CC(OC(=O)C1=COCCO1)C(=O)Nc1ncc(Cl)cc1Cl (centres undefined)
  /, 26.6%, 12.1%, 2.9%, /, /, 3.9%
C=CCNC(=O)C1CC(=O)N(c2ccc(OCC(=O)Nc3ccc(Cl)cc3)cc2)C1 (centres undefined)
  -4.6, 21.3%, -3.6%, -2.0%, -4.6, 2.2%, 0.7%
CCOc1ccc(CNC(=S)Nc2ccccc2)cc1Cl
  -2.2, ?, /, 7.5%, -1.8, 4.1%, -12.8%
Cc1cc(C(F)(F)F)nn1Cc1n[nH]c(=S)n1-c1ccc(Cl)cc1
  -16.6, /, ?, 69.7%[activator], -3.1, -28.4%, ?
COc1cc(CCC(=O)OCC(=O)Nc2ncc(Cl)cc2Cl)cc(OC)c1OC
  -11.5, 12.3%, /, -4.2%, -1.1, -1.9%, 2.1%
O=C(CCN1CCN(Cc2ccccc2)CC1)NNC(=O)Nc1cccc(Cl)c1
  -6.4, ?, 156.0%[activator], 72.1%[activator], 7.2, 2.9%, 1.3%
O=S(=O)(/N=C(/Nc1ccccn1)c1ccc(Cl)cc1)c1ccc(Cl)cc1
  20.1, 33.2%[activator], ?, 20.6%, 48.9*, 2.9%, -5.1%

Outcome played no part in choosing rows, and some 21% of all compounds hit somewhere here.
